aSyn tox rescue: rescues yeast growth from alpha-synuclein toxicity; S. cerevisiae alpha-synuclein toxicity rescue, BacTiter-Glo growth, 24 h; Potency, µM (top dose mostly 46.1 µM), for the others: at the highest dose growth rescue (activation), most hits filed as activators; 0.02% of 94,000 active; AID 1347070; active = well fitted activation curve with a large enough effect; inconclusive = small, poorly fitted or top-dose-only effect; also: 0% is about no effect
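Growth restoration measured by BacTiter-Glo luminescence after 24 hr at 30 deg C; alpha-synuclein yeast, raffinose-pregrown to mid-log, were added at OD600=0.02 in galactose medium onto pinned compounds.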
* = called active by the depositor; ? = inconclusive; [ ] = remark or other dose. Potency is read from the fitted curve at half-maximal effect. Only part of the results is shown. The share of hits here may be higher or lower than overall.

molecule	aSyn tox rescue
CCN1CCN(C(=O)c2ccc3c(c2)N(Cc2ccccc2F)C(=O)c2ccccc2S3(=O)=O)CC1	-7%
CC(C)C1C(=O)N(Cc2cn(Cc3ccco3)nn2)CCS(=O)(=O)N1Cc1ccc(-c2ccncc2)cc1 (configuration not stated)	1%
COc1ccc(CCC(=O)NCc2ccc3c(c2)CCN3C(=O)c2ccc(Cl)cc2)cc1	-7%
S=C(NCc1ccco1)Nc1ccccc1	0%
COc1cccc(CNC(=O)c2cc(S(=O)(=O)N3CCCCC3)c[nH]2)c1	2%
Cc1noc(C(=O)Nc2ccc(F)cc2F)c1Cl	6%
Cc1cccc(NC(=O)Cn2c(=O)n(-c3ccccc3Cl)c(=O)c3c(C)c(C(=O)N(C)C)sc32)c1	4%
COc1ccc(Nc2cc(C)nc3ccc(C)cc23)cc1	3%
CC(=O)Nc1ccc(NC(=O)c2cc3sccc3n2Cc2ccc(F)cc2)cc1	5%
COc1ccc(NC(=O)CSc2nnc3scc(-c4ccc(Cl)cc4)n23)cc1	-8%
O=C(NC1CCCCC1)c1cc(-c2cccs2)on1	7%
C[n+]1cccc(C(=O)NNC(=O)C23CC4CC(CC(C4)C2)C3)c1	-10%
Cc1cc(C)c(NC(=O)Cn2nnc3sc4c(c3c2=O)CCC(C(C)(C)C)C4)c(C)c1 (configuration not stated)	0%
O=C(CSc1cn(Cc2ccccc2)c2ccccc12)NCc1ccc(F)cc1	2%
CC(C)C(NC(=O)CN(c1ccc2c(c1)OCCO2)S(=O)(=O)c1ccccc1)C(C)C	5%
CC(=O)N1c2ccc(S(=O)(=O)Nc3ccc(Cl)cc3C)cc2CC1C (configuration not stated)	27%
CCN(CC(=O)Nc1c(F)cccc1F)C(=O)CCCc1nc2ccccc2c(=O)[nH]1	1%
COc1cc(C2c3c(-c4c(C)cc(C)cc4O)n[nH]c3C(=O)N2CCO)cc(OC)c1OC (configuration not stated)	-11%
Cc1c(C(=O)N(C)Cc2ccccc2)oc2c(Cl)cccc12	-6%
CCc1nn(CC(=O)NCCCN2CCN(C)CC2)c(=O)c2cc3occc3n12	-2%
COc1ccc(-c2ccc(NS(=O)(=O)c3ccccc3Cl)cc2)nn1	?
CCCCNC(=O)CSC1=Nc2ccccc2C2=NC(CCC(=O)NCc3ccccc3OC)C(=O)N12 (configuration not stated)	-8%
COc1ccc(Nc2ncnc3sccc23)cc1	-4%
CCN(C(=O)c1ccc(NC(=O)C2CCCCC2C(=O)O)cc1)c1ccccc1 (configuration not stated)	-1%

Next section; it opens with the 6 that closed the last part.
molecule	aSyn tox rescue
Cc1c(C(=O)N(C)Cc2ccccc2)oc2c(Cl)cccc12	-6%
CCc1nn(CC(=O)NCCCN2CCN(C)CC2)c(=O)c2cc3occc3n12	-2%
COc1ccc(-c2ccc(NS(=O)(=O)c3ccccc3Cl)cc2)nn1	?
CCCCNC(=O)CSC1=Nc2ccccc2C2=NC(CCC(=O)NCc3ccccc3OC)C(=O)N12 (configuration not stated)	-8%
COc1ccc(Nc2ncnc3sccc23)cc1	-4%
CCN(C(=O)c1ccc(NC(=O)C2CCCCC2C(=O)O)cc1)c1ccccc1 (configuration not stated)	-1%
CCC(=O)NNC(=O)CCC(=O)Nc1ccc(C)cc1C	1%
O=C(c1cccc(F)c1)N1CCC(c2c[nH]c3ccccc23)(c2c[nH]c3ccccc23)CC1	3%
Cc1cc(NC(=O)COC(=O)c2cc(S(=O)(=O)N(C)c3ccccc3)ccc2Cl)no1	-12%
COc1ccc(OC)c(NC(=O)c2cc3cc(C)ccc3n2C)c1	-16%
Cc1c(C(=O)NCc2ccccc2Cl)sc2nc3n(c(=O)c12)CCCC3	5%
COc1ccc(C(=O)NC(c2ccccc2Cl)c2cc(Cl)c3cccnc3c2O)cc1 (configuration not stated)	?
Cc1c(C)n2c(SCC(=O)N3CC(C)OC(C)C3)nnc2[nH]c1=O (configuration not stated)	8%
COc1cc(NC(=O)Cn2cc(S(=O)(=O)c3ccccc3)c(=O)c3ccccc32)cc(OC)c1	2%
O=C(c1cccc(S(=O)(=O)NCc2ccccc2)c1)N1CCCC(C(F)(F)F)C1 (configuration not stated)	-9%
CCOc1ccc(-n2c(C)nc3cc(C(=O)NCc4ccc(C)cc4)ccc32)cc1	-6%
Cc1ccc(S(=O)(=O)N/N=C/c2ccc(OCC(=O)N3CCOCC3)cc2)cc1	5%
O=C(COC(=O)c1ccc(Cl)c(S(=O)(=O)N2CCCCC2)c1)NC1CCCCC1	-3%
C/C(=N\NC(=O)CN1CCCCC1)c1ccccc1O	2%
CCOC(=O)c1cc(-c2ccc(N3CCOCC3)cc2)nn1-c1ccccc1C(=O)O	-5%
O=C(c1ccccc1)c1ccc(OCC(O)CN2CCCC2)cc1 (configuration not stated)	6%
CN(CC(=O)Nc1ccccc1Cl)C(=O)COC(=O)C1=COCCO1	-11%

Reprinted from the part before: two entries; new compounds follow.
molecule	aSyn tox rescue
O=C(c1ccccc1)c1ccc(OCC(O)CN2CCCC2)cc1 (configuration not stated)	6%
CN(CC(=O)Nc1ccccc1Cl)C(=O)COC(=O)C1=COCCO1	-11%
Cc1ccccc1N(C)S(=O)(=O)c1nnc(NC(=O)c2ccccc2F)s1	-9%
CCC(CC)C(=O)N1CCc2cc(OC)c(OC)cc2C1COc1ccccc1OC (configuration not stated)	6%
COc1cccc(C(=O)NNC(=O)C(=O)Nc2cccc3ccccc23)c1	14%
CCC(=O)N1c2nc(C(C)C)nn2C2(CCCCC2)[C@@H]2CCCC[C@@H]21	-9%
Cn1nc(C(=O)Nc2cc(F)ccc2F)c2c1-c1ccccc1SC2	0%
Cc1ccc(NC(=O)Cn2c(=O)n(Cc3ccc(F)cc3)c(=O)c3cccnc32)cc1C	-3%
O=C(CSc1nc2c(oc3ccccc32)c(=O)n1Cc1ccco1)Nc1cccc(Cl)c1	-5%
Cc1cc(C)c(S(=O)(=O)N2CCCCC2)c(C)c1N(C)S(=O)(=O)c1ccc(Cl)cc1	2%
COCC(C)Nc1ncnc2c1cnn2-c1ccc(C)c(C)c1 (configuration not stated)	1%
Cc1ccc(C(C)C)c(OCC(=O)NCC2(N(C)C)CCCCC2)c1	7%
COc1ccc(C(=O)COC(=O)c2ccn(C)n2)cc1	-7%
CCOc1ccc(C(=O)Nc2ccc3nn(-c4ccc(OC)c(Cl)c4)nc3c2)cc1	4%
CN(CC(=O)Nc1cccc(F)c1)C(=O)CCC1CCCCC1	-3%
CCOC(=O)CSc1nc2cc3c(cc2c(=O)n1Cc1ccc(C(=O)NCCc2ccc(OC)c(OC)c2)cc1)OCO3	4%
CNC(=S)NNC(=O)c1c(C)nc2cc(C)ccn12	-4%
O=[N+]([O-])c1ccc(N=Nc2c(Cl)cc(O)cc2Cl)cc1	-76%[inhibitor]
CCC12CN3CC(C)(CN(C1)C3c1c(C)n(C)c3ccccc13)C2=O (configuration not stated)	1%
COc1cc(/C=N/NC(=S)NC2CC3CC2C2C=CCC32)ccc1O (configuration not stated)	-1%
O=C(Nc1ccccc1C(=O)O)C1=NN=CC1	3%
COCCN(C(=O)CSc1nc2ccccc2c(=O)n1CC(C)C)c1c(N)n(Cc2ccccc2)c(=O)[nH]c1=O	1%
COc1cccc2sc(NC(=O)CS(=O)(=O)c3ccc(C)cc3)nc12	3%
O=C(CSC1=NS(=O)(=O)c2cc(F)ccc2N1)NCc1ccc(F)cc1	6%
Nc1c(C(=O)N2CCOCC2)sc2nc3c(cc12)CCCC3	-5%
Cc1cc(C)cc(NC(=O)CCCc2nc(-c3ccccc3Cl)no2)c1	-2%
Cc1ccccc1OCC(=O)Nc1ccc2c(c1)ncn2C	5%
CCC1CCCCN1C(=O)CSc1nc2c([nH]c3ccccc32)c(=O)n1-c1ccc(OC)cc1 (configuration not stated)	-6%
CCOC(=O)c1c(C)[nH]c(C(=O)NCc2ccccn2)c1C	-7%
Nc1cc(=O)c2[nH]cnc2[nH]1	0%
CC1C(=O)Nc2ccccc2N1C(=O)c1cccc(C(F)(F)F)c1 (configuration not stated)	1%
CCn1c(SCc2ccc(C(=O)OC)o2)nnc1-c1c[nH]c2ccccc12	3%
Cc1cc(C)cc(NC(=O)c2sc3nc[nH]c(=O)c3c2C)c1	-5%
Cc1ccc(CNC(=O)c2cc(C)nc3c2c(C)nn3-c2ccc(C)cc2)cc1	-2%
COCCNC(=O)CSc1nnc2[nH]c(=O)cc(C)n12	3%
COCCNc1ccc(N2C(=O)CCCC2=O)cc1[N+](=O)[O-]	-5%
COc1ccc(-c2nnc(OCc3nc4ccccc4n3C)c3ccccc23)cc1	10%
Cc1ccc(NC(=O)CCC(=O)NNC(=O)C(C)(C)C)c(C)c1	-3%
Cc1cccc(C(C)C)c1NC(=O)c1ccc2c(c1)CCCN2S(C)(=O)=O	-10%
Cc1nc2ccc([N+](=O)[O-])cc2s1	-2%
COC(=O)c1cc(-c2ccc(Br)cc2)on1	0%
Cc1nn(CC(=O)NC2CCC(C)CC2)c(=O)c2c1sc1ccccc12 (configuration not stated)	-10%
COC(=O)C1CCN(C(=O)Cc2c(OC)ccc3cc(Br)ccc23)CC1	8%
CCc1ccc(NC(=O)Cn2ccn(-c3cccc(Cl)c3)c(=O)c2=O)cc1	4%
Cc1ccc(C(c2sc3nc(C)nn3c2O)N2CCN(CCO)CC2)cc1 (configuration not stated)	10%
CC(C)NC(=O)Nc1ccc2c(c1)C(=O)N([C@@H](C)CO)C[C@H](C)[C@H](CN(C)S(=O)(=O)c1ccccc1)OCCCC[C@H](C)O2	7%
Cc1ccc(C)c(N(C)C(=O)c2cn(C)c(=O)c3ccccc23)c1	1%
CN(CC(CC(=O)Nc1nncs1)c1ccccc1)S(=O)(=O)c1ccc(Br)cc1 (configuration not stated)	17%
O=C(Nc1cc(F)ccc1F)c1cnn2c(C(F)F)cc(-c3ccccc3)nc12	-10%
CN(C)C(=O)c1cccc(COc2ccc(N3C(N)=NC(N)=NC3(C)C)cc2Cl)c1	-7%
O=C(O)Cn1nnc(-c2ccc(OCc3cccc(C(F)(F)F)c3)cc2)n1	1%
Cc1ccc(Oc2nc3c(c(=O)n(Cc4ccccc4)c(=O)n3C)n2C)cc1C	-3%
O=CN1CCN(C(C(=O)NC2CCCCC2)c2ccc(Cl)cc2)CC1 (configuration not stated)	2%
O=C(Cc1ccc(-c2ccccc2)cc1)Nc1ccccn1	0%
Cc1ccc(C(C(=O)NC(C)(C)C)N(C(=O)CCC(=O)Nc2ccccn2)c2ccccc2F)cc1 (configuration not stated)	-3%
CC(NC(=O)c1ccccc1)c1nnc(SCC(=O)Nc2nnc(C3CC3)s2)n1C (configuration not stated)	-7%
Cc1cc(C(=O)NN)n[nH]1	-1%
CCOc1ccccc1CNc1nc2nc(C)cc(C)n2n1	0%

(list continues)
molecule	aSyn tox rescue
O=C(Nc1ccc(Br)cc1)C1CCCN(S(=O)(=O)c2ccc(Br)s2)C1 (configuration not stated)	-6%
CC1CCN(S(=O)(=O)c2ccc(C(=O)OC(C)C(=O)N(C)C3CCCCC3)cc2)CC1 (configuration not stated)	4%
COC(=O)c1scc(-c2ccc(C)cc2)c1S(=O)(=O)Nc1cc(Cl)ccc1C	6%
COc1ccc(NC(=O)CCS(=O)(=O)c2nc(-c3ccc4c(c3)OCO4)cc(C(F)(F)F)n2)cc1	8%
COc1ccc(-c2csc(NC(=O)CSc3nc(C)nc4sc(C(=O)O)c(C)c34)n2)cc1	15%
CS(=O)(=O)N(CC(=O)N1CCC(C(N)=O)CC1)c1cc(C(F)(F)F)ccc1Cl	8%
CC(=O)c1ccc(NS(=O)(=O)c2ccc3[nH]c4c(c3c2)CCCCCC4)cc1	9%
CCc1ccc(C2Sc3ccccc3NC3=C2C(=O)c2ccccc23)cc1 (configuration not stated)	-6%
Cc1nn2c(=O)cc(COC(=O)c3ccccc3NC(=O)COc3ccccc3C)nc2s1	-1%
CCOCCCNC(=O)C(c1ccccc1)N(Cc1cccs1)C(=O)c1ccc(NC(C)=O)cc1 (configuration not stated)	-5%
COc1ccccc1N1CCN(S(=O)(=O)CCNC(=O)CCc2ccccc2)CC1	16%
CN[C@H]1C[C@H]2c3[nH]c4ccccc4c3CCN2C(=O)[C@H]1[C@H](C)O	1%
Cc1ccc(N2CN(Cc3cccnc3)CNC2=S)c(C)c1	-13%
CCN1C(=O)[C@H]2[C@@H](c3ccc(C(F)(F)F)cc3)N[C@]3(CCCN(Cc4ccccc4)C3=O)[C@H]2C1=O	-14%
COc1ccc(-n2ncc3c2ncn2nc(-c4ccc(Cl)cc4Cl)nc32)cc1	3%
COc1cccc(C(=O)Nc2nnc(S(=O)(=O)N3CCCCC3)s2)c1	-1%
CCCCC1CCC(C(=O)N2CC(=O)Nc3ccc(Cl)cc3C2c2ccc(F)cc2)CC1 (configuration not stated)	4%
CCOc1ccccc1NC(=O)Cn1c(=O)n(-c2ccc(OC)cc2OC)c(=O)c2c(C)c(C(=O)N(CC)CC)sc21	7%
COc1ccccc1C(=O)Nc1nc2ccc(S(=O)(=O)N3CCCC3)cc2s1	4%
Cc1cc(C)c(NC(=O)c2ccc3nccnc3c2)c(C)c1	1%
C[C@@H]1CN([C@H](C)CO)C(=O)CCCn2nncc2CO[C@H]1CN(C)Cc1ccc2c(c1)OCCO2	-10%
